High-throughput results (PubChem)
LmPK inh: qHTS Assay for Inhibitors of Leishmania Mexicana Pyruvate Kinase (LmPK); Q27686; purified LmPK, Kinase-Glo ATP luminescence, 1 h; Potency, µM (series often up to 57.5 µM), for the others: top-dose activity change, negative = inhibition, hits mostly inhibitors; 0.37% of 290,000 active; also: potency is read from the fitted curve at half-maximal effect
Target sequence (Q27686 whole entry, looked up): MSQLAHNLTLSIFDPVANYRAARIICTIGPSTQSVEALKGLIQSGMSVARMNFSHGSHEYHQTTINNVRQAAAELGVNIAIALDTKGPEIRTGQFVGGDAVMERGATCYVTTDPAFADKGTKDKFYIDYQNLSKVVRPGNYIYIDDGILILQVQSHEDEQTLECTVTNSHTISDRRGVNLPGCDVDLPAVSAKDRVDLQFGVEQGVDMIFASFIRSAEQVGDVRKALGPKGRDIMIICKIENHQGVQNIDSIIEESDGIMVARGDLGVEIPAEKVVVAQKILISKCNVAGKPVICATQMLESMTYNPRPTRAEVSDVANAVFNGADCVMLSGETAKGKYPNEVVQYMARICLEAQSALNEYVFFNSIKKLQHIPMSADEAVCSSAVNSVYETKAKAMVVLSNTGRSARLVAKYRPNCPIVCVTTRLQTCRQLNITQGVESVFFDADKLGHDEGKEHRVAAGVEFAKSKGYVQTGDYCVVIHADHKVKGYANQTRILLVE
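ATP generated from ADP (0.1 mM) and PEP (0.5 mM) by 0.1 nM LmPK over 1 h at room temperature (pH 7.2 imidazole buffer) was detected by coupled luciferase luminescence. Values were normalized to uninhibited and no-enzyme wells.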
Sm TGR inh: qHTS Assay for the Inhibitors of Schistosoma Mansoni Peroxiredoxins. Schistosoma mansoni thioredoxin glutathione reductase (TGR), Q962Y6. purified TGR, DTNB reduction, TNB absorbance 405 nm. Potency, µM (titrated, usually from 114 µM), for inactives: at the top dose activity change, negative = inhibition, actives largely listed as inhibitors. 3% of 360,000 active; also: potency is read from the fitted curve at half-maximal effect; nearly all actives have a fitted effect of over 60% in size
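TGR 20 nM + NADPH 100 uM (dispensed conc.), cpd preinc 15 min RT; start with NADPH (500 uM addition) then DTNB (15 mM addition). Kinetic TNB absorbance, 405 nm filter. Four-parameter Hill fit across titration.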
TbPYK inhibitor: qHTS of Trypanosoma Brucei Inhibitors; pyruvate kinase (Trypanosoma brucei), Q57TT1; TbPYK enzyme, Kinase-Glo Plus ATP luminescence, 45 min; Potency, µM (highest dose often 76.8 µM), inactives show top-dose activity, negative = inhibition, actives largely listed as inhibitors; 0.12% of 410,000 active; AID 624173, 2012; also: potency is read from the fitted curve at half-maximal effect; nearly all actives have a fitted effect of over 50% in size
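Activity of T. brucei pyruvate kinase was followed by Kinase-Glo Plus luminescence after the enzyme reacted 45 min at room temperature with 130 uM ADP (final) and substrate. Test compounds were added before ADP at multiple concentrations.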
AmpC detergent: qHTS Inhibitors of AmpC Beta-Lactamase (assay with detergent); AID 485294, 2010; 0.041% of 370,000 active; Potency, µM (top dose mostly 114 µM), without a hit: top-dose activity change, negative = inhibition, actives largely listed as inhibitors; AmpC hydrolysis of nitrocefin, absorbance 480 nm, 0.01% Triton; P00811;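 also: potency is read from the fitted curve at half-maximal effect; 0% = no-compound wells and -100% = no-enzyme wells; nearly all actives have a fitted effect of over 25% in size; some results filed as inactive show a strong effect at the top dose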
Target sequence (P00811 whole entry, looked up): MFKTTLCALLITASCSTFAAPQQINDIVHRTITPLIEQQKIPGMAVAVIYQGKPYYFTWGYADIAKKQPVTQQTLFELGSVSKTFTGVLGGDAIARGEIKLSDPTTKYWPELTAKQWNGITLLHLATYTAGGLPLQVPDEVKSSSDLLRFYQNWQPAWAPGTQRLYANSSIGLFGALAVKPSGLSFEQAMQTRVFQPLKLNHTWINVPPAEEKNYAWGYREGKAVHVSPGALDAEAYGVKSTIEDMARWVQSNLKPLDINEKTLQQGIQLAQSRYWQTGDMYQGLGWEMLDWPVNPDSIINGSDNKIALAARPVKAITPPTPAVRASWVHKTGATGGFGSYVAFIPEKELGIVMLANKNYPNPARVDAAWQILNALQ
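AmpC (5.3 nM in the dispensed reagent) in 20 mM phosphate pH 7.0 with 0.01% (detergent screen) or 0.0001% Triton X-100 was preincubated with compounds for 15 min at room temperature. Nitrocefin was then added from an 800 uM solution, and hydrolysis was followed at 480 nm.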
AmpC inh no detg: qHTS Inhibitors of AmpC Beta-Lactamase (assay without detergent). P00811. AmpC nitrocefin hydrolysis, absorbance 480 nm, 0.0001% Triton. Potency, µM (titrated, usually from 57.1 µM), without a hit: at the highest dose activity change, negative = inhibition, actives largely listed as inhibitors. 0.52% of 330,000 active. AID 485341, 2010;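 also: potency is read from the fitted curve at half-maximal effect; plate controls were no compound for no effect and no enzyme for full effect; nearly all actives have a fitted effect of over 20% in size; some results filed as inactive show a strong effect at the top dose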
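20 mM phosphate pH 7.0 + 0.01% (detergent screen) or 0.0001% Triton X-100; 5.3 nM AmpC reagent; cpd preinc 15 min RT; nitrocefin (800 uM stock) to start; A480 q20 s × 4 min; Activity was normalised to no-enzyme and no-compound control wells.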
HCMV inh: qHTS Assay for inhibitors of the human cytomegalovirus (HCMV). HFF cells, HCMV-luciferase reporter, 72 h; active compounds read low. activity change, negative = inhibition, % at 57.5 µM. 4.5% of 410,000 active; in the data active = activity change below about -60%; inconclusive = no clear call, values can overlap the other calls; inactive = above about -39%
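Steps: HFFs plated, 16 h 37C; compounds added; HCMV-luciferase added to MOI 1 PFU/cell; 72 h 37C; OneGlo reagent, 5 min room temperature; luminescence read, normalized to controls.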
AMA1-RON2 inh: qHTS for Inhibitors of AMA1-RON; Towards Development of Antimalarial Drug Lead: Primary Screen; Plasmodium falciparum AMA1 (3D7) - RON2 peptide interaction; AlphaScreen AMA1-biotinylated RON2 peptide binding; Potency, µM (highest dose often 58.2 µM), for the others: top-dose activity change, negative = inhibition, actives largely listed as inhibitors; 0.2% of 360,000 active; AID 720542, 2013;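 also: potency is read from the fitted curve at half-maximal effect; 0% = vehicle wells and -100% = peptide control; nearly all actives have a fitted effect of over 45% in size; some results filed as inactive show a strong effect at the top dose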
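AMA1 (3D7) with his tag at 25 nM final met compounds first, then biotinylated RON2 peptide at 25 nM; detection used donor plus acceptor beads, 10 µg/mL apiece, read by AlphaScreen after 30 min at room temperature.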
Starred values were filed as active, the others as inactive; & = joins results of further samples; [ ] = dose if it differs, or a comment. Unless noted, calls follow the shape of the dose curve; as a rule, active = well fitted curve in the direction sought with a large enough effect; inconclusive = small, poorly fitted or top-dose-only effect, or another doubt; inactive = no such curve, though single readings can be large; an effect the other way counts as inactive or inconclusive. Unless noted, % is scaled to controls: 0 for no effect and ±100 for the full control effect.

Screening COc1ccc(CCNC(=O)C(C)Sc2ccc(C)cc2)cc1OC (stereo not drawn) returned LmPK inh 1%, Sm TGR inh -11%, TbPYK inhibitor -2%, AmpC detergent -10%, AmpC inh no detg 4%, HCMV inh -15 and AMA1-RON2 inh 16%.
CC(C)(C)NCCOc1ccc(Br)cc1 was read as LmPK inh 6%, Sm TGR inh -2%, TbPYK inhibitor -3%, AmpC detergent 1%, AmpC inh no detg -14%, HCMV inh 3 and AMA1-RON2 inh -21%.
Screening O=C1CN(C(=O)COC(=O)c2ccc(Cl)c(S(=O)(=O)N3CCCCC3)c2)c2ccccc2N1 returned TbPYK inhibitor 0%, AmpC inh no detg -34%, HCMV inh 0 and AMA1-RON2 inh -3%.
`CCn1ccc2c(OCC(=O)NCCc3ccc(OC)c(OC)c3)cccc2c1=O` gave Sm TGR inh -3%, TbPYK inhibitor -2%, AmpC detergent -15%, AmpC inh no detg 37%, HCMV inh 3 and AMA1-RON2 inh 3%.
`C/C(COc1ccccc1)=N\NC(=O)c1nnn(-c2nonc2N)c1-c1ccc(C)cc1` gave TbPYK inhibitor -7%, HCMV inh inconclusive and AMA1-RON2 inh 113%[activator].
Screening Brc1ccc(N/N=C(/N=Nc2nn[nH]n2)c2ccccc2)cc1 returned LmPK inh inconclusive, Sm TGR inh 0%, TbPYK inhibitor -18%, AmpC detergent -1%, AmpC inh no detg -10%, HCMV inh -100* and AMA1-RON2 inh -5%.
`CCC(=O)NC(=S)Nc1ccc(NC(=O)c2ccc(C)c([N+](=O)[O-])c2)cc1` gave LmPK inh 2%, Sm TGR inh -5%, TbPYK inhibitor 0%, AmpC detergent -1%, AmpC inh no detg -26%, HCMV inh -6 and AMA1-RON2 inh -8%[2.32 µM].
Screening O=C(Nc1cc(Br)ccc1O)c1cc(-c2cccs2)on1 returned LmPK inh -2%, Sm TGR inh -5%, TbPYK inhibitor 0%, AmpC detergent 2%, AmpC inh no detg -32%, HCMV inh 28 and AMA1-RON2 inh -19%.
`CCOc1ccccc1NC(=O)CSc1nc2cccnc2n1C` gave LmPK inh 4%, Sm TGR inh -10%, TbPYK inhibitor 0%, AmpC detergent inconclusive, AmpC inh no detg -2%, HCMV inh -35 and AMA1-RON2 inh -14%.
`Cc1ccc(-c2ccc(=O)n(CCC(=O)N3CCN(Cc4ccccc4)CC3)n2)cc1` gave LmPK inh 3%, Sm TGR inh -5%, TbPYK inhibitor -10%, AmpC detergent -2%, AmpC inh no detg 153%[activator], HCMV inh -9 and AMA1-RON2 inh -3%.
For O=C(CSc1nnc(COc2ccccc2)o1)NCCc1ccccc1 the results were LmPK inh 0%, Sm TGR inh 3%, TbPYK inhibitor inconclusive, AmpC detergent -17%, AmpC inh no detg 2%, HCMV inh 10 and AMA1-RON2 inh 1%.
For Cc1noc(-c2ccc(N3CCCCC3C)c([N+](=O)[O-])c2)n1 (stereo not drawn) the results were Sm TGR inh -2%, TbPYK inhibitor -10%, AmpC detergent 22% and HCMV inh 42.
For O=C(CSc1nc(=O)n2ccccc2n1)NCc1ccc(F)cc1 the results were Sm TGR inh 1%, TbPYK inhibitor 0%, AmpC detergent 1%, AmpC inh no detg -9%, HCMV inh -18 and AMA1-RON2 inh 17%.
`CC1(C)C(=O)OC(c2cccc([N+](=O)[O-])c2)C2(CCCCC2)C1=O` (stereo not drawn) gave LmPK inh 6%, TbPYK inhibitor 3%, AmpC detergent 6%, AmpC inh no detg -3%, HCMV inh -9 and AMA1-RON2 inh 0%.
Screening Cc1ccccc1NCC(=O)N/N=C/c1ccc([N+](=O)[O-])cc1 returned LmPK inh 8%, Sm TGR inh -13%, TbPYK inhibitor -3%, AmpC detergent inconclusive, AmpC inh no detg -34%, HCMV inh -36 and AMA1-RON2 inh -11%[11.6 µM].
For Cc1ccc(S(=O)(=O)N2CCCC(c3nc4c(nnn4Cc4ccc5c(c4)OCCO5)c(=O)[nH]3)C2)cc1 (stereo not drawn) the results were LmPK inh 4%, Sm TGR inh -2%, TbPYK inhibitor 3%, AmpC detergent 3%, AmpC inh no detg -1%, HCMV inh -38 and AMA1-RON2 inh 0%.
`CC(C)NC(=O)c1cnc2sc(N3CCCCCC3)nn2c1=O` gave Sm TGR inh 0%, TbPYK inhibitor -12%, AmpC detergent 1% and HCMV inh 2.
C/C=C(/C)C(=O)OC1CC(C)(C)C[C@H]2C3=CC[C@@H]4[C@@]5(C)CCC(O[C@@H]6O[C@@H](C(=O)O)[C@@H](O)C(O[C@@H]7OC[C@H](O)[C@@H](O)[C@@H]7O[C@@H]7OC(CO)C(O)[C@@H](O)[C@@H]7O)C6O[C@@H]6OC(CO)C(O)C(O)C6O)[C@@](C)(CO)[C@@H]5CC[C@]4(C)[C@]3(C)CC(O)[C@@]12CO (stereo partly drawn) was read as TbPYK inhibitor 2%, AmpC inh no detg 257%[activator] and AMA1-RON2 inh -1%.
Screening Cc1ccc(N2NC(=O)/C(=C/c3ccc(-c4ccc(Cl)c(C(=O)O)c4)o3)C2=O)cc1C returned LmPK inh 1%, Sm TGR inh -2%, TbPYK inhibitor -20%, AmpC detergent -1%, AmpC inh no detg -26%, HCMV inh -21 and AMA1-RON2 inh -4%.
Screening Cc1cccn2cc(-c3cccc(NC(=O)C(C)C)c3)nc12 returned Sm TGR inh 0%, TbPYK inhibitor -3%, AmpC detergent 19% and HCMV inh 5.
For O=C(NCCCN1CCOCC1)c1sc2cc(Cl)ccc2c1Cl the results were LmPK inh -10%, Sm TGR inh -5%, TbPYK inhibitor -5%, AmpC detergent 1%, AmpC inh no detg 121%[activator], HCMV inh -8 and AMA1-RON2 inh -10%.
`CCOC(=O)c1[nH]nc2c1C(=O)N(CC)C2=O` gave LmPK inh -1%, Sm TGR inh 11%, TbPYK inhibitor -24%, AmpC detergent -12%, AmpC inh no detg -11%, HCMV inh -25 and AMA1-RON2 inh 2%.
Screening CCOC(=O)c1[nH]c(C)c(C(=O)OCc2ccccc2F)c1C returned LmPK inh 1%, Sm TGR inh 12%, TbPYK inhibitor 0%, AmpC detergent 8%, AmpC inh no detg -22%, HCMV inh -19 and AMA1-RON2 inh -10%.
`Cc1ccccc1-n1c(SCC(=O)N/N=C/c2ccccc2OCC(=O)O)nc2ccccc2c1=O` gave LmPK inh 5%, Sm TGR inh -6%, TbPYK inhibitor 4%, AmpC detergent 1%, AmpC inh no detg -23%, HCMV inh -28 and AMA1-RON2 inh -7%.
`Oc1c(Br)cc(Br)c2cccnc12` gave TbPYK inhibitor -5%&5%, HCMV inh 20 and AMA1-RON2 inh -5%.
`COc1ccc(C(=O)COc2ccc(F)cc2)c(O)c1` gave LmPK inh -2%, Sm TGR inh -2%, TbPYK inhibitor -6%, AmpC detergent 2%, AmpC inh no detg -26%, HCMV inh -5 and AMA1-RON2 inh -2%.
For Oc1ccc(-c2cn3ccccc3n2)cc1O the results were LmPK inh inconclusive, Sm TGR inh inconclusive, TbPYK inhibitor inconclusive, AmpC detergent -14%, AmpC inh no detg -10%, HCMV inh 201 and AMA1-RON2 inh 22µM*.
O=C1CC(NCCc2ccccc2)C(=O)N1CCc1ccccc1 (stereo not drawn) was read as LmPK inh 1%, Sm TGR inh -36%, TbPYK inhibitor 6%, AmpC detergent -2%, AmpC inh no detg 30%, HCMV inh -28 and AMA1-RON2 inh -17%.
`O=Cc1sc(Nc2ccccc2)nc1Cl` gave LmPK inh 8%, Sm TGR inh 1%, TbPYK inhibitor -1%, AmpC detergent 5%, AmpC inh no detg -41%, HCMV inh -37 and AMA1-RON2 inh 14%.
COC(=O)CSc1[nH]c2cc(C)ccc2c1[N+](=O)[O-] was read as LmPK inh 4%, Sm TGR inh -35%, TbPYK inhibitor -9%, AmpC detergent 0%, AmpC inh no detg -34%, HCMV inh 3 and AMA1-RON2 inh -12%.
`CSc1cccc(NC(=O)C2CCCN(S(=O)(=O)c3ccc(F)cc3)C2)c1` (stereo not drawn) gave LmPK inh 4%, Sm TGR inh -1%, TbPYK inhibitor 4%, AmpC detergent 7%, AmpC inh no detg -6%, HCMV inh 11 and AMA1-RON2 inh -13%.
For O=C(O)COc1ccc2c3c(c(=O)oc2c1)CCCC3 the results were LmPK inh 2%, TbPYK inhibitor -2%, AmpC detergent 2%, AmpC inh no detg -24%, HCMV inh -80* and AMA1-RON2 inh 4%.
`CCC1(c2ccccc2)NC(=O)N(CC(=O)Nc2ccc(S(=O)(=O)N3CC(C)CC(C)C3)cc2)C1=O` (stereo not drawn) gave Sm TGR inh -8%, TbPYK inhibitor 2%, AmpC detergent -22%, AmpC inh no detg -23%, HCMV inh -16 and AMA1-RON2 inh -16%.
For CC(=O)N1c2ccccc2CC1C(=O)N1CCN(c2cc(Cl)ccc2C)CC1 (stereo not drawn) the results were Sm TGR inh inconclusive, TbPYK inhibitor 1%, AmpC detergent 10% and HCMV inh 6.
`Cn1c(N)c(C(=O)COC(=O)/C=C/c2ccc(S(=O)(=O)N3CCOCC3)cc2)c(=O)n(C)c1=O` gave LmPK inh -13%, Sm TGR inh 0%, TbPYK inhibitor -3%, AmpC detergent 2%, AmpC inh no detg 36%, HCMV inh -33 and AMA1-RON2 inh 0%.
For CC1Cc2cc(S(=O)(=O)CCC(=O)Nc3ccc(F)c(Cl)c3)ccc2N1C(=O)C1CC1 (stereo not drawn) the results were Sm TGR inh 2%, TbPYK inhibitor -18%, AmpC detergent 1% and HCMV inh inconclusive.

Pulled by structure from the entries so far:
`O=Cc1sc(Nc2ccccc2)nc1Cl` gave LmPK inh 8%, Sm TGR inh 1%, TbPYK inhibitor -1%, AmpC detergent 5%, AmpC inh no detg -41%, HCMV inh -37 and AMA1-RON2 inh 14%.
COC(=O)CSc1[nH]c2cc(C)ccc2c1[N+](=O)[O-] was read as LmPK inh 4%, Sm TGR inh -35%, TbPYK inhibitor -9%, AmpC detergent 0%, AmpC inh no detg -34%, HCMV inh 3 and AMA1-RON2 inh -12%.

Rows were taken by chance (roughly 7.4% active in at least one column).
